# Bioassay records: PubChem, several laboratories
# TRPC4 block: inhibitors of mouse TRPC4 channel, primary screen, Fluo4 calcium, HEK293 TRPC4beta/mu-opioid cells | DAMGO-evoked Fluo4 calcium flux; active compounds read low | B-score at 10 µM | Short transient receptor potential channel 4 (Mus musculus), Q9QUQ5 | 0.39% of 300,000 active;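 active = B-score over 3 SD under the library average, no early fluorescence shift, positive overall ratio signal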
#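 test system = HEK293 cells with stable TRPC4beta plus mu-opioid receptor expression | detection = Fluo4 Ca2+ flux fluorescence | read-out = integrated fluorescence ratio relative to baseline, converted to per-well B score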
# TRPC6 inhibitor: mouse TRPC6 channel inhibitors, primary screen, cell-based, HEK293, membrane potential dye | Short transient receptor potential channel 6 (Mus musculus), Q61143 | ACh-evoked depolarization; active compounds read low | B-score at 10 µM | 1.1% of 310,000 active | AID 2553, 2010;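 active = B-score under library mean minus 3 SD, initial fluorescence not abnormally high, positive integrated signal ratio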;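 note: B-score derived from integrated fluorescence ratio over the kinetic read; more negative B-score means stronger inhibition of depolarization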
# Target sequence (Q61143 whole entry, looked up): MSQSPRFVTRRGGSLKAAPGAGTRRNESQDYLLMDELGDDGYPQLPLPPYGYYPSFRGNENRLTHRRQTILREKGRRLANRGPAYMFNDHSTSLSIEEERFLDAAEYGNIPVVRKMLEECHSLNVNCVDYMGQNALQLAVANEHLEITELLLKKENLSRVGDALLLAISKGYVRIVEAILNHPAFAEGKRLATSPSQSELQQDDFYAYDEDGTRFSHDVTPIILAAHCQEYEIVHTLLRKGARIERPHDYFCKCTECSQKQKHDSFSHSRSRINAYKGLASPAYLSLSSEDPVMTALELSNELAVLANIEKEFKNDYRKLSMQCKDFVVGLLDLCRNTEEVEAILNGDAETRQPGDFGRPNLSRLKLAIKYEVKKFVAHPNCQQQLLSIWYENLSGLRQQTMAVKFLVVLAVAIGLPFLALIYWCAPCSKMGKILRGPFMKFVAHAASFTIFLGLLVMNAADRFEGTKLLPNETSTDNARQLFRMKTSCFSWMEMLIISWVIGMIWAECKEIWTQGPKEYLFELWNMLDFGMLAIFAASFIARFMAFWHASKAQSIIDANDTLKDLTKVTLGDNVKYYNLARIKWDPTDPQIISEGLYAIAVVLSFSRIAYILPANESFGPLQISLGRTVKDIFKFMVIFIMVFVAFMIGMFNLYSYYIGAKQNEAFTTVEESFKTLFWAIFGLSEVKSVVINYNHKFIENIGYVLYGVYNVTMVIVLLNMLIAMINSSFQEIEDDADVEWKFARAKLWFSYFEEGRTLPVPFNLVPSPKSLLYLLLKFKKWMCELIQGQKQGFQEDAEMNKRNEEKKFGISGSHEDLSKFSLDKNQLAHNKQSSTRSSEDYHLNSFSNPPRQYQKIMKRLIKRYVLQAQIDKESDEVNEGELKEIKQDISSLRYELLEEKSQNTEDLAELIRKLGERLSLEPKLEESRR
# SKKanGAS inh: S. pyogenes SKKanGAS growth inhibitors in kanamycin, primary screen, streptokinase expression inhibitor project, SKKanGAS strain, BacTiter-Glo luminescence. AID 1662, 2009. 6 h. 1.3% of 300,000 active. inhibition, % at 7.5 µM;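 active = mean replicate score, as percent of positive control median, at least 50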;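 note: strain carries kanamycin resistance gene driven by streptokinase promoter and grows in 40 µg/ml kanamycin; loss of luminescence reflects streptokinase promoter inhibition or plain growth inhibition; 0% = median of DMSO wells and 100% = positive control at its reference dose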
# IEC-6 tox: cytotoxicity in IEC-6 intestinal epithelial cells, primary screen, cytotoxicity control for KLF5 inhibitor project, cell-based, luminescence; IEC-6 cytotoxicity, luminescence viability; inhibition, % at 5 µM; AID 1825, 2009; 0.78% of 290,000 active; in the data active = inhibition above about 22%;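 note: 0% = plate median of test compound wells and 100% = cytotoxic reference compound wells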
# HIF act: HIF pathway transcriptional activators, primary screen, cell-based, U2OS HRE-luciferase, luminescence; U2OS HRE-luciferase reporter; normalized: DMSO 0%, desferrioxamine 100%; activation, % at 7.5 µM (by protocol); 0.32% of 300,000 active;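 active = mean activation of at least 10% of the iron chelator positive control signal, with at least half of replicates also reaching 10%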
# TRPC4 agonist: activators of mouse TRPC4 channel, primary screen, Fluo4 calcium, HEK293 TRPC4beta/mu-opioid cells. Short transient receptor potential channel 4 (Mus musculus), Q9QUQ5. Fluo4 calcium fluorescence; active compounds read high. B-score at 10 µM. 0.49% of 310,000 active;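 active = B-score above 5 SD of library B-scores, and initial fluorescence ratio not above library mean plus 5 SD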;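 note: positive B-score marks a calcium rise read as TRPC4 activation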
#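 Assay system: HEK293 stable line with TRPC4beta plus mu-opioid receptor; schedule: 45 min room-temperature Fluo4 loading, 110 s read; technique: kinetic Fluo4 calcium fluorescence; evaluation: integrated baseline-normalised fluorescence ratio, converted to per-well B score; controls: buffer (low) and maximal DAMGO (high)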
# KLF5 inhibitor: KLF5 expression inhibitors, primary screen, DLD-1 cells, luminescence. inhibition, % at 5 µM. DLD-1 KLF5 promoter-luciferase reporter. AID 1700, 2009. 0.23% of 290,000 active;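 active = inhibition above a per-plate limit of that plate's mean compound inhibition plus 3 SD, cut at about 60% in these data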;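 note: 0% = DMSO wells and 100% = LY294002 at 200 µM; higher means less KLF5 promoter-driven luciferase light; inactives centre near -14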
# MrgX1 antagonist: antagonists of human MrgX1 receptor, primary screen, HEK293 cells, Fluo-4 calcium flux; Mas-related G-protein coupled receptor member X1 (Homo sapiens), Q96LB2; BAM8-22 antagonism; active compounds read low; B-score at 10 µM; 1.3% of 310,000 active;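 active = calcium-response B-score plate-corrected more than 3 library SD below zero, starting fluorescence within 5 deviations, no agonist response on first addition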;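 note: peak minus trough fluorescence over baseline after final BAM8-22 challenge near maximal dose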
# TRPC4 potent: positive allosteric modulators of TRPC4, primary screen, cell-based, mouse TRPC4beta, HEK293 mu-opioid, Fluo-4 calcium | Short transient receptor potential channel 4 (Mus musculus), Q9QUQ5 | DAMGO EC20, Fluo-4 Ca2+ flux; active compounds read high | B-score at 10 µM | 0.42% of 310,000 active | AID 2227, 2009;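 active = B-score of calcium response area above 5 SD of library B-scores, with initial fluorescence ratio within 5 SD of library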;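 note: B-score of integrated fluorescence ratio over time as area under calcium response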
# TRPC6 activator: mouse TRPC6 channel activators, primary screen, cell-based, HEK293, membrane potential dye; Short transient receptor potential channel 6 (Mus musculus), Q61143; HEK293-TRPC6 membrane potential dye fluorescence; active compounds read high; B-score at 10 µM; 0.13% of 310,000 active; AID 2550, 2010;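 active = B-score of the integrated fluorescence ratio above library mean plus 3 SD, and starting fluorescence ratio within library mean plus 5 SD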;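 note: higher score means more depolarization so channel activation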
# aSyn 5UTR inh: MLPCN primary screen, SNCA 5' untranslated region; 0.82% of 300,000 active; alpha-synuclein 5'UTR reporter, inhibitor activity; inhibition, % (tested at 7.5 µM); in the data active = inhibition above about 60%;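 note: H4 neuroglioblastoma cells stably carrying SNCA 5'UTR luciferase fusion; 0% = DMSO wells and 100% = positive control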
# An asterisk follows results filed as active; i = inactive; nt = no result given.
structure	aSyn 5UTR inh	SKKanGAS inh	TRPC6 activator	KLF5 inhibitor	TRPC4 potent	IEC-6 tox	HIF act	TRPC4 agonist	MrgX1 antagonist	TRPC4 block	TRPC6 inhibitor
CC(C)(C)NC(=S)N1CCC(C(=O)c2ccc(Cl)cc2)CC1	-25	1	i	-7	i	-1	0.4	i	i	i	i
CN(C)c1nc(NS(=O)(=O)c2ccc(Cl)cc2)nc(N(C)C)n1	34	-3	i	-33	i	-9	-1.1	i	i	i	i
CSc1cccc(NC(=O)C2(S(=O)(=O)c3ccc(C)cc3)CC2)c1	0	0	i	-15	i	3	0.2	i	i	i	i
COc1ccccc1NC(=O)CCN1CCCCCC1	-8	-6	i	-12	i	2	-0.3	i	i	i	i
CC1(C)CC(O)CC(C)(C)N1CC(O)COCc1ccccc1 (stereo not drawn)	2	10	i	-28	i	-7	-0.8	i	i	i	i
COc1ccc(NC(=O)CSc2nnc(Cc3cccn3C)n2-c2ccc(F)cc2)cc1OC	-4	2	i	0	i	4	-0.3	i	i	i	i
COc1ccc(OC)c(/C=N/NC(=O)c2cc3c(OC)c(OC)ccc3[nH]2)c1	0	4	i	5	i	4	0.1	i	i	i	i
O=C(CSc1nnc(NC(=O)c2ccccc2[N+](=O)[O-])s1)NC1CCCC1	-3	51*	i	-35	i	6	-0.2	i	i	i	i
CCOC(=O)C1(Cc2cccc(OC)c2)CCN(Cc2cccc3c2OCO3)CC1	-8	-5	i	-11	i	-1	-0.7	i	i	i	i
COc1ccc(Cl)cc1C(=O)N1CCN=C1SC	10	-3	i	0	i	4	0.3	i	i	i	i
COc1ccc(Nc2nc(NCC3CCCO3)nc(N)c2[N+](=O)[O-])cc1 (stereo not drawn)	29	23	i	-14	i	-6	-0.5	i	i	i	i
CN(C)S(=O)(=O)c1cccc(N=c2scc(-c3ccc4c(c3)NC(=O)CO4)n2CC2CCCO2)c1 (stereo not drawn)	4	8	i	-2	i	-3	-0.7	i	i	i	i
CCCOc1ccc(C2C(=O)N(C3CCCCCC3)CC(=O)N2Cc2ccco2)cc1OC (stereo not drawn)	4	-1	i	3	i	-1	-0.5	i	i	i	i
Cc1cc(NC(=O)CSc2nc(Cc3ccc(O)cc3)c(C)[nH]2)no1	-4	-15	i	-22	i	0	-0.8	i	i	i	i
COc1ccc(C(=O)NCCNC(=O)c2ccccn2)cc1	-13	-2	i	5	i	0	-1.0	i	i	i	i
O=C(Cc1ccc(Cl)cc1)N1CCN(c2ccc(F)cc2)CC1	-2	10	i	-14	i	2	0.1	i	i	i	i
CCc1cc(=O)oc2cc(C)cc(OCC(=O)NCCCn3ccnc3)c12	6	-1	i	4	i	5	0.4	i	i	i	i
O=C1CSC(c2ccccc2)N1c1nc(-c2ccc(Cl)cc2Cl)cs1 (stereo not drawn)	10	-4	i	25	i	-2	-0.4	i	i	i	i
Cc1ccc(S(=O)(=O)NCCOCCNS(=O)(=O)c2ccc(C)cc2)cc1	21	-2	i	0	i	-8	-0.5	i	i	i	i
Cc1cc(C)cc(-n2c(C)cc(C(=O)CSc3nnnn3C)c2C)c1	-32	-7	i	-21	i	1	1.4	i	i	i	i
O=C(Nc1cccnc1)c1cnn2c(C(F)F)cc(C3CC3)nc12	40	2	i	8	i	3	-0.3	i	i	i	i
CC(=O)N/C(=C\c1ccc(F)cc1)C(=O)NC(C(=O)O)C(C)C (stereo not drawn)	28	1	i	-7	i	4	-0.1	i	i	i	i
Cc1ccc(CN2CCC(n3nccc3NC(=O)CCOc3ccccc3)CC2)o1	24	-5	i	-32	i	-1	-0.9	i	i	i	i
COC(=O)c1ccccc1NC(=O)/C=N/O	12	3	i	-12	i	-1	-0.2	i	i	i	i
CCOc1ccc2ccccc2c1C(=O)N[C@@H]1C(=O)N2[C@@H]1SC(C)(C)[C@@H]2C(=O)O	2	17	i	-14	i	-2	0.0	i	i	i	i
Cc1cc(C)c(NC(=O)/C(=C/c2ccco2)c2ccccc2)c(C)c1	23	-5	i	-15	i	5	-1.5	i	i	i	i
O=C(NCCc1cccc(F)c1)C1CCC(=O)N(C2CCCCCC2)C1 (stereo not drawn)	13	1	i	-35	i	-1	-1.4	i	nt	i	i
COc1ccc(/C(=N\O)c2ncc(C(F)(F)F)cc2Cl)cc1	7	-13	i	-17	i	6	-0.4	i	i	i	i
Cc1cc(N=Nc2ccc(Cl)cc2)cc(CN2CCOCC2)c1O	-9	42	i	17	i	1	-0.8	i	i	i	i
Cc1ccsc1C(=O)C1CCCN(Cc2cn(C)nc2-c2ccccc2)C1 (stereo not drawn)	-1	1	i	-5	i	1	-0.1	i	i	i	i
Cc1ccccc1C(=O)/C=C1/c2ccccc2CC(C)(C)N1C	-12	5	i	-6	i	6	0.3	i	i	i	i
Cc1nn(-c2ccc(F)cc2)c(Cl)c1/C=C(\CC(=O)O)c1nc2ccccc2s1	17	20	i	-36	i	-8	0.1	i	i	i	i
COCCCn1c(O)c(/C=C2\N=C(C#N)C(=Nc3ccc(C)cc3)O2)sc1=S	11	53*	i	2	i	2	0.6	i	-11*	i	i
O=C(CCCCCn1c(=S)[nH]c2ccccc2c1=O)NCc1ccc2c(c1)OCO2	8	2	i	-16	i	0	0.1	i	i	i	i
CC(=O)Oc1ccc(C(=O)Nc2cccc(NC(=O)c3ccco3)c2)cc1	1	-1	i	-55	i	-2	-0.2	i	i	i	i
CCCN1Cc2cccc(C(=O)NCCc3ccccc3)c2C1=O	14	-2	i	-18	i	-2	-0.5	i	i	i	i
CN(CC1CCCO1)S(=O)(=O)c1ccc(C(=O)Nc2nccs2)cc1 (stereo not drawn)	-25	-7	i	-47	i	-4	279*	i	i	i	i
CCCc1nc2ccccc2c(=O)n1CC(=O)c1ccc(OC)cc1	17	2	i	-18	i	5	-9.6	i	i	i	i
CCc1noc(C)c1C(=O)N1CCCSC1=Nc1ccccc1Cl	-1	2	i	nt	i	nt	-16	i	i	i	i
CC1(C)CC(NC(=O)Nc2ccc([N+](=O)[O-])cc2)CC(C)(C)N1	-2	-1	i	17	i	5	-0.5	i	i	i	i
CCCCN(CCCC)C(=O)CSc1nnc(-c2cc(OC)c(OC)c(OC)c2)o1	5	-3	i	-13	i	1	0.1	i	i	i	i
Cc1ccc(NC(=O)N(CCCN2CCOCC2)Cc2cccnc2)cc1C	6	-11	i	-24	i	-1	-0.2	i	i	i	i
CC1(C)Oc2ccc3ccc(=O)oc3c2/C(=C/Nc2cccc(O)c2)C1=O	8	16	i	-12	i	3	0.0	i	i	i	i
CCOC(=O)c1cc(-c2ccc(C)cc2)n(CCC(=O)NCCN(C)C)c1C	-14	2	i	-27	i	-7	-0.2	i	i	i	i
CCn1nc(NS(=O)(=O)c2ccccc2)c2cc3ccc(C)cc3nc21	-5	6	i	-15	i	1	0.1	i	i	i	i
COC(=O)C1CCN(C(=O)COC(=O)CNS(=O)(=O)c2ccc(SC)c([N+](=O)[O-])c2)CC1	-12	-4	i	nt	i	nt	0.1	i	i	i	i
Cc1n[nH]c(C)c1CNCc1c(C(=O)N2CCCCCCC2)nc2ccc(Cl)cn12	8	-4	i	3	i	5	-1.0	i	i	i	i
Cc1cc(NC(=O)CCC(=O)N(c2ccc(F)cc2)C(C(=O)NC2CCCC2)c2ccncc2)no1 (stereo not drawn)	10	2	i	-7	i	-7	-2.0	i	i	i	i
C=C1N(CCCCCC(=O)O)C(=O)OC12CCCCC2	11	6	i	-27	i	-3	0.3	i	i	i	i
CC(CC(=O)NCc1ccco1)S(=O)(=O)c1ccc2c(c1)CCN2C(=O)C1CC1 (stereo not drawn)	-4	-3	i	-5	i	7	0.7	i	i	i	i
Oc1oc(-c2ccccc2Br)nc1C=Nc1ccc(Br)cn1	-35	5	i	0	i	-1	0.0	i	i	i	i
O=c1[nH]c(=S)[nH]c2c1CN(Cc1ccc(F)cc1)CC2	6	9	i	-10	i	-5	0.0	i	i	i	i
COc1cnc(-c2ccccc2)nc1Sc1ccccc1	33	19	i	-26	i	3	0.3	i	i	i	i
COc1ccc(C(=O)Nc2cc(C)c(NC(=O)c3ccccc3OC)cn2)cc1	-115	14	i	-79	i	-3	2.3	i	i	i	i
CCOC(=O)c1c(/N=C/C2=C(O)CC(C)(C)CC2=O)sc(C(C)=O)c1C	1	-1	i	-6	i	-6	0.1	i	i	i	i
N#Cc1cc2c(=O)n3ccccc3nc2n(-c2ccc(Cl)cc2)c1=O	-1	nt	i	-33	i	12	0.5	i	i	i	i
Cc1ccc(NC(=S)NCC2CCCO2)cc1 (stereo not drawn)	-28	-15	i	-56	i	-3	0.4	i	i	i	i
COc1cc(C(=O)N2CCC(NC(=O)C(Cc3ccc(C(C)C)cc3)NC(C)=O)CC2)cc(OC)c1OC (stereo not drawn)	-1	-3	i	-10	i	-2	-0.2	i	i	i	i
O=C(NCc1cccs1)C(Cc1ccccc1)n1cccc1 (stereo not drawn)	14	1	i	-5	i	6	-0.3	i	i	i	i
CCn1c(SCC(=O)OCC(=O)N2c3ccccc3NC(=O)C2(C)C)nnc1-c1ccco1	3	5	i	-8	i	-2	0.0	i	i	i	i
CC1C(=O)N2CCCc3cc(S(=O)(=O)N4CCCCC4)cc1c32 (stereo not drawn)	-3	17	i	nt	i	nt	-62	i	i	i	i
COC(=O)c1ccc(-n2ccnc2)cc1	20	-3	i	-25	i	-6	-0.3	i	i	i	i
O=C(CSc1nnc(Cc2cccs2)n1C1CCCCC1)N1CCCc2ccccc21	-1	4	i	-8	i	6	-0.4	i	i	i	i
